Screening data as filed in PubChem.
TGFb SMAD3 inh: qHTS for Inhibitors of TGF-b. HepG2 CAGA-GFP TGF-b/SMAD3 reporter, GFP fluorescence, 18 h; TGF-beta stimulated, 500 pg/mL final. Potency, µM (top dose mostly 46.1 µM), for the others: at the highest dose activity, negative = inhibition, hits mostly inhibitors. 410,000 tested, 1.2% active. AID 588855, 2011; further: on the % scale 0 is the no-effect control and ±100 the full control effect; nearly all actives have a fitted effect of over 65% in size
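Using HEPG2 CAGA-GFP reporter cells at 1000 cells/well, we pinned test compounds, stimulated with recombinant TGF-beta (500 pg/mL final) and measured total well GFP after 18 h.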
EPAC2 antagonist: qHTS for Antagonist of cAMP-regulated guanine nucleotide exchange factor 2 (EPAC2): primary screen; Rap guanine nucleotide exchange factor 4 (Homo sapiens), Q8WZA2; EPAC2 GEF exchange of Rap1B-BODIPY-GDP, fluorescence; Potency, µM (doses to about 114 µM), without a hit: at the top dose activity, negative = inhibition, usual class: inhibitors; 360,000 tested, 0.18% active; further: on the % scale 0 is the no-effect control and ±100 the full control effect; nearly all actives have a fitted effect of over 45% in size; many of its hits are not listed in these tables
Target sequence (Q8WZA2 whole entry, looked up): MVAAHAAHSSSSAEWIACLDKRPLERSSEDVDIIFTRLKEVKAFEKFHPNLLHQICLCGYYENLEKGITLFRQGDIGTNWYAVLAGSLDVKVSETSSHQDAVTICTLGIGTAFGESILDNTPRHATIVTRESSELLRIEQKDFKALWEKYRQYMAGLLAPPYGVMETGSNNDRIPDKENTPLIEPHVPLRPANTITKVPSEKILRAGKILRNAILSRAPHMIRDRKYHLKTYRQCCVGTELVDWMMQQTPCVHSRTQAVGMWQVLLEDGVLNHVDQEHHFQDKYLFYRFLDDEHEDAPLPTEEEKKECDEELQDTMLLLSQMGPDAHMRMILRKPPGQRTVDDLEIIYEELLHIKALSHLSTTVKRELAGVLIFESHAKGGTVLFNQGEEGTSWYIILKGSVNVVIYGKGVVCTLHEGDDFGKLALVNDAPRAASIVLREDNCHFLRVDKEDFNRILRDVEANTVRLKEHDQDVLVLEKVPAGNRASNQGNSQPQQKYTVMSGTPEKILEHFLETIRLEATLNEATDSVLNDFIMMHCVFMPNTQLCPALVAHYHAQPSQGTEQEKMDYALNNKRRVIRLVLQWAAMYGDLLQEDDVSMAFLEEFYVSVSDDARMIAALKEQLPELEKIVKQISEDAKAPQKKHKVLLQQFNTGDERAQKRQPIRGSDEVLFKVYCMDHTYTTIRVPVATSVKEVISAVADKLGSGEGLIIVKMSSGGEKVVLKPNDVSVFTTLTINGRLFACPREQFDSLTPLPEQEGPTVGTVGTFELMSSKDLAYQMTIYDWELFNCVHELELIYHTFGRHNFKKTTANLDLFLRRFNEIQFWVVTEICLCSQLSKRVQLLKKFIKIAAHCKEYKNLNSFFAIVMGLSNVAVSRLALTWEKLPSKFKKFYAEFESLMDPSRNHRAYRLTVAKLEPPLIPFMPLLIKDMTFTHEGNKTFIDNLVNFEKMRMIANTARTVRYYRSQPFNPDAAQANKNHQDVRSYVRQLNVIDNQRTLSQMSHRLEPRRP
HepG2 tox: qHTS for Inhibitors of TGF-b: Cytotox Counterscreen | HepG2 CAGA-GFP viability, ATP luminescence, 18 h | Potency, µM (titrated, usually from 46.1 µM), inactives show at the highest dose activity change, negative = cytotoxicity, hits mostly cytotoxic | 410,000 tested, 0.76% active; further: some results filed as inactive show a strong effect at the top dose
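CellTiter-Glo luminescence gave cytotoxicity after 18 hours at 37 degrees C. The cells were HepG2 CAGA-GFP in 1% FBS DMEM, stimulated with 500 pg/mL TGF-beta after compound addition. %Activity was normalised to no-cell wells (complete cell-killing) and DMSO (no toxicity), and curves were fitted and classified.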
MCF10A rereplic: A quantitative high throughput screen for small molecules that induce DNA re-replication in MCF 10a normal breast cells | MCF 10A DNA re-replication, Hoechst nuclear intensity, 48 h | Potency, µM (doses to about 46.1 µM), inactives show at the top dose activity, positive = re-replication, usual class: activators | 350,000 tested, 2.9% active; further: % of control where 0% means no effect; nearly all actives have a fitted effect of over 50% in size
ATXN2 expr inh: Primary qHTS for Inhibitors of ATXN expression. HEK-293 ATXN2-luciferase reporter, luminescence, 24 h. 360,000 tested, 0.72% active. Potency, µM (highest dose often 57 µM), without a hit: at the highest dose activity change, negative = inhibition, hits mostly inhibitors; further: on the % scale 0 is the no-effect control and ±100 the full control effect; nearly all actives have a fitted effect of over 55% in size
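ATXN2-luciferase reporter cells (luciferase flanked by upstream and downstream ATXN2 gene portions) were treated 24 h at 37 °C with compounds at up to 57 uM. SteadyGlo luminescence gave expression; GF-AFC fluorescence gave viability.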
Nrf2 activator: qHTS of Nrf2 Activators; AREc32 ARE-luciferase reporter (MCF7-derived line), luminescence, 24 h; Potency, µM (series often up to 46.1 µM), for the others: at the top dose activation, most hits filed as activators; 410,000 tested, 0.31% active; AID 624171, 2012; further: % of control where 0% means no effect; nearly all actives have a fitted effect of over 65% in size
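Nrf2 activation is followed as ARE-luciferase induction in the AREc32 line after one day of compound treatment; luminescence is read with Steady-Glo.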
A549 tox: Nrf2 qHTS screen for inhibitors: counterscreen for cytotoxicity; Potency, µM (series often up to 46 µM), without a hit: at the top dose activity change, negative = cytotoxicity, usual class: inhibitors; A549 ARE-Fluc cells, CellTiter-Fluor viability, 18-24 h; 390,000 tested, 0.16% active; further: on the % scale 0 is the no-effect control and ±100 the full control effect
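A549 ARE_Fluc cells in 5% FBS OPTI-MEM were exposed to compounds in concentration-response for 18-24 h at 37 deg C. Viability was read by CellTiter-Fluor fluorescence (Ex 405/Em 525) after 30 min, before the luciferase read.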
Nrf2 block: Nrf2 qHTS screen for inhibitors; 360,000 tested, 2.1% active; A549 ARE-Fluc reporter, luciferase luminescence, 18-24 h; AID 504444, 2011; Potency, µM (highest dose often 46 µM), for the others: at the highest dose activity change, negative = inhibition, hits mostly inhibitors; further: on the % scale 0 is the no-effect control and ±100 the full control effect; nearly all actives have a fitted effect of over 60% in size
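Quantitative HTS in A549 cells stably bearing an antioxidant response element-firefly luciferase construct. Inhibition of Nrf2-driven transcription was scored by luminescence after 18-24 h of compound exposure at 37 °C.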
ATXN viability: Viability Counterscreen for Primary qHTS for Inhibitors of ATXN expression; S2 cells (HEK-293 line with an ATXN2-luciferase reporter) viability, CellTiter-Fluor protease fluorescence, 24 h; Potency, µM (top dose mostly 56.7 µM), usual class: cytotoxic; 400,000 tested, 0.49% active; further: nearly all actives have a fitted effect of over 40% in size
Numbers without * were called inactive; i = inactive; ? = inconclusive; · = no result given; & = joins results of further samples; [ ] = dose if it differs, or a comment. The call rests on the fitted dose curve; in most records, active means well fitted curve in the direction sought with a large enough effect; inconclusive means small, poorly fitted or top-dose-only effect, or another doubt; inactive means no such curve, though single readings can be large; an effect the other way counts as inactive or inconclusive. Potency means the concentration at half of the fitted maximal effect. A portion of the library (hit frequency here may not be typical).

SMILES,TGFb SMAD3 inh,EPAC2 antagonist,HepG2 tox,MCF10A rereplic,ATXN2 expr inh,Nrf2 activator,A549 tox,Nrf2 block,ATXN viability
O=C(NCCCCCNC(=O)c1ccccn1)c1ccccn1,5%,4%,-1%,-1%,·,-0.2%,-2%,-12%,i
O=C(CNC(=O)c1ccc(F)cc1)NCc1ccccn1,19%,1%,-19%,-1%,·,-0.7%,1%,5%,?
COc1cccc(NC(=O)c2oc3ccccc3c2NC(C)=O)c1,-1%,5%,-22%,1%,54%[activator],3.1%,-11%,·,i
COc1ccc(N(CC(=O)NCc2ccco2)S(C)(=O)=O)c(OC)c1,15%,5%,-4%,-3%,-12%,0.4%,0%,-20%,i
CCNC(=O)C1(C)CCN(Cc2cccc(C(F)(F)F)c2)C1 (stereo not drawn),0%,-6%,-24%,·,-4%,0.2%[9.22 µM],·,·,i
CCOC(=O)C1=C[C@@H](C(C)C)N(S(=O)(=O)c2ccc(C)cc2)[C@H]1c1ccccc1F,?,-16%,-10%,·,1%,4.1%,·,·,i
Cc1ccc(S(=O)(=O)NC(CC(C)C)C(=O)Nc2nccs2)cc1 (stereo not drawn),-5%,5%,4%,0%,-3%,0.3%,3%,·,i
CCN(CC)CCCN=C1N[C@@H](c2ccccc2)C(C(=O)OC)=C(C)N1CC,2%,-1%,-3%,-4%,1%,0.2%,-9%,7%,i
CCN1CCN(C(=O)CN2C(=O)c3ccccc3S2(=O)=O)CC1,4%,-3%,-8%,-2%,14%,-0.4%,0%,-7%,i
COc1ccnc(Oc2ccc(F)cc2)c1C(=O)N/C=N/OCc1ccccc1,-1%,-2%,-9%,10%,-25%,1.9%,4%,-10%,i
CSc1cccc(N2CC(C(=O)N(Cc3nnc(-c4ccccc4Cl)o3)C3CC3)CC2=O)c1 (stereo not drawn),2%,-3%,-13%,19%,-8%,2.7%,-18%,?,?
CCOc1ccc2c(c1)c(=O)c(S(=O)(=O)c1ccc(C)cc1)cn2CC(=O)Nc1ccc(C)cc1,-7%,·,12%,·,0%,-0.1%,-4%,12%,i
CCc1ccccc1NC(=O)Cn1c(=O)n(-c2ccc(C)c(C)c2)c(=O)c2oc3ccccc3c21,-15%,·,-24%,·,·,2.4%,5%,?,·
CCOC(=O)CSC1=Nc2ccccc2C2=NC(CCC(=O)NCc3ccc(F)cc3)C(=O)N12 (stereo not drawn),-24%,·,-34%,·,-4%,-0.7%,5%,·,i
Cc1cccnc1Nc1nc(-c2ccccn2)cs1,?,0%,-10%,9.2µM*,?,27%,?,?,·
COc1ccccc1CN1CC(C(=O)N(C)Cc2ccc(C)o2)CCC1=O (stereo not drawn),8%,1%,3%,-2%,7%,2.7%,0%,24%,i
CCOc1cccc(C(=O)NC2=NCCS2)c1,11%,0%,20%,?,18%,0.0%,1%,?,i
CCC(=O)Nc1ccc(C(=O)NNC(=O)c2ccc(Cl)cc2)cc1,24%,-3%,-2%,?,-6%,0.1%,5%,-2%,i
Nc1ncnc2nc(SCCc3ccccc3)[nH]c12,15%,12%,-29%,6%,0%,-0.2%,2%,0%,i
C=CCNS(=O)(=O)c1cccc2cc(C(=O)O)c(O)cc12,-2%,12%,7%,9%,0%,0.3%,0%,1%,i
CCN(C(=O)CSc1cc(C)c2ccc(OC)cc2n1)C1CCS(=O)(=O)C1 (stereo not drawn),-5%,-9%,-27%,5%,8%,-0.6%,0%,-4%,i
CC(C)=CCSc1nnc([C@@H](NC(=O)OC(C)(C)C)C(C)C)o1,-27%,0%,-4%,-1%,0%,1.8%,·,-19%,i
FC(F)(F)c1ccccc1/C=N/Nc1ccccn1,?,1%,34%,?,1%,?,?,?,·
S=C(NCCCCNC(=S)NCc1ccccc1)NCc1ccccc1,-1%,-14%,-14%,?,-16%,-0.9%,1%,3%,i
CC(C)(C)C(=O)Nc1ccc2nc(SCCOc3ccccc3Cl)sc2c1,-14%,·,3%,·,?,-0.4%,-4%,-21%,i
CCN(C(=O)COC(=O)c1[nH]c(=O)[nH]c(=O)c1N)c1ccccc1,5%,8%,4%,1%,-10%,-0.2%,-11%,3%,i
COc1ccc(NC(=O)C[C@H]2C(=O)N(C3CCCCC3)C[C@@H]2c2ccccc2)cc1,13%,7%,7%,·,9%,0.1%,·,·,i
CCOC(=O)c1cccc(NC(=O)CC2C(=O)N(c3ccccc3)C(=O)N2Cc2ccco2)c1 (stereo not drawn),?,·,-19%,·,·,6.9%,7%,-7%,·
O=C(c1ccco1)c1n[nH]nc1-c1ccccc1,?,-3%,5%,-1%,-1%,11%,-5%,-6%,i
Cc1cn2c(=O)c(S(=O)(=O)Nc3ccc(OC(F)(F)F)cc3)c(C)nc2s1,52%[activator],·,15%,·,·,2.7%,1%,?,·
Cc1ccc(C(=O)NCC2CCCN2S(=O)(=O)c2ccc(C)cc2)cc1 (stereo not drawn),-19%,-14%,-11%,-1%,3%,4.1%,-4%,8%,i
NNC(=O)c1ccc(Cn2cc(Br)cn2)cc1,-15%,9%,0%,2%,1%,0.1%,-1%,10%,i
O=S(=O)(c1ccc2c(c1)OCO2)N1CCN(c2nnnn2-c2ccccc2)CC1,18%,-2%,-4%,0%,-6%,0.1%,0%,·,i
O=c1nc2ccccc2c2n1CC(CN1CCN(C(c3ccccc3)c3ccccc3)CC1)N2 (stereo not drawn),1%,-28%,-4%,?,-24%,1.9%,?,-17%,?
O=C(Nc1ccccn1)c1cc2ccccc2cc1O,-5%,3%,9%,?,6%,?,-2%,7%,i
CCOC(=O)N1CCC(N2C(=O)c3ccccc3C2Nc2cc(C(=O)OC)cc(C(=O)OC)c2)CC1 (stereo not drawn),-3%,-6%,0%,14%,0%,-0.4%,-1%,0%,i
O=C(COc1ccc(Cl)cc1Cl)c1ccc[nH]1,-8%,?,-12%,?,37%[activator],0.1%,1%,?,i
CCCCNc1ccc2c3c(cccc13)C(=O)N(CCCC)C2=O,230%[activator],183%[activator],-18%,7.3µM*,3%,5.6%,?,-26%,·
CC(=O)Nc1ccc(C(=O)N(C)C(C(=O)Nc2ccccc2)c2ccccn2)cc1 (stereo not drawn),8%,26%,8%,8%,-5%,-0.2%,-5%,12%,i
CN(C(=O)c1cccc(NC(=O)Cc2ccc(NC(=O)C3CCCN(C(=O)C4CCCC4)C3)cc2)c1)C1CC1 (stereo not drawn),-2%,3%,0%,-5%,27%,5.8%,3%,0%,i

4 structures from above, arranged by length of the SMILES, smallest number first.
SMILES,TGFb SMAD3 inh,EPAC2 antagonist,HepG2 tox,MCF10A rereplic,ATXN2 expr inh,Nrf2 activator,A549 tox,Nrf2 block,ATXN viability
CCCCNc1ccc2c3c(cccc13)C(=O)N(CCCC)C2=O,230%[activator],183%[activator],-18%,7.3µM*,3%,5.6%,?,-26%,·
CCNC(=O)C1(C)CCN(Cc2cccc(C(F)(F)F)c2)C1 (stereo not drawn),0%,-6%,-24%,·,-4%,0.2%[9.22 µM],·,·,i
Cc1ccc(S(=O)(=O)NC(CC(C)C)C(=O)Nc2nccs2)cc1 (stereo not drawn),-5%,5%,4%,0%,-3%,0.3%,3%,·,i
COc1ccc(NC(=O)C[C@H]2C(=O)N(C3CCCCC3)C[C@@H]2c2ccccc2)cc1,13%,7%,7%,·,9%,0.1%,·,·,i

(more compounds)
SMILES,TGFb SMAD3 inh,EPAC2 antagonist,HepG2 tox,MCF10A rereplic,ATXN2 expr inh,Nrf2 activator,A549 tox,Nrf2 block,ATXN viability
Cc1cc2nn(-c3ccc(Cl)cc3)nc2cc1N,0.79µM*,11%,-37%,21µM*,·,14%,8%,?,·
Cc1ccccc1NC(=O)c1ccc(CNS(=O)(=O)c2ccc3c(c2)C(C)(C)C(=O)N3C)cc1,3%,·,-1%,·,·,-0.4%,0%,-5%,·
Cc1occc1C(=O)N1CCN(Cc2ccccc2)CC1,10%,-5%,-4%,-1%,1%,-0.5%,1%,8%,i
CC(C1CCN(Cc2cn(C)nc2-c2cccc(Cl)c2)CC1)N1CCOCC1 (stereo not drawn),24%,12%,0%,2%,·,-1.2%,1%,2%,i
Cc1c(Cl)cccc1NC(=O)Nc1c(C)n(C)n(-c2ccccc2)c1=O,-2%,-8%,-6%,-27%,4%,-1.0%,2%,1%,i
COC(=O)c1ccc(NC(=O)Cn2c(-c3nonc3N)nc3ccccc32)cc1,-2%&17%,6%,4%&-9%,?,-12%,0.5%&0.4%,3%&2%,1%&11%,?
Cc1ccc(N2C(=O)C(CN3CCCC3)C2c2ccccc2)cc1 (stereo not drawn),1%,0%,-11%,?,-32%,2.6%,1%,-7%,i
CC(C)NC(=O)CCCc1c[nH]c2ccccc12,-1%,3%,-7%,-1%,·,-0.8%,-1%,-3%,i
CCOC(=O)c1nnn(-c2nc(OC)nc(N3CCCC3)n2)c1-c1ccccc1,-20%,15%,0%,-2%,2%,-0.5%,-6%,?,i
COC(=O)Cc1cc(=O)n2[nH]c(C)cc2n1,-13%,7%,10%,-1%,18%,0.5%,10%,?,i
Cc1cccc(N(C)c2cc(C)nc3ncnn23)c1,-2%,-12%,-12%,3%,-1%,0.5%,9%,-19%,i
CC(=O)Oc1ccc2c(c1)OC(c1ccccc1)CC21CC(C)(C)NC(=O)N1 (stereo not drawn),?,-5%,-4%,-11%,-3%,-1.0%,-2%,1%,i
O=C(c1ccc(Cl)cc1)c1oc2ccccc2c1CS(=O)c1ccc(Cl)cc1 (stereo not drawn),-14%,2%,3%,20%,-11%,2.2%,-4%,?,i
